Bioassay records as filed in PubChem.
NPYLR7 ag – agonists of mosquito NPYLR7 receptor, primary screen, cell-based, Aedes aegypti, calcium fluorescence, mosquito biting behavior; AID 1259423, 2018; activation, % at 10 µM; HEK293T NPYLR7/Galpha15, GCaMP6s calcium fluorescence; 0.15% of 270,000 active; Aedes aegypti neuropeptide Y-like receptor 7 (NPYLR7); in the data active = activation above about 40%;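 also: 0% = vehicle and 100% = reference agonist at the receptor; some compounds past the cut are filed as inactive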
mcGAS inh – cyclic GMP-AMP synthase inhibitors, mouse, primary biochemical chemiluminescence; Q8C6L5; recombinant cGAS, Kinase-Glo ATP depletion luminescence; inhibition, % at 12.5 µM; 0.15% of 160,000 active; AID 1259399, 2018;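 also: 0% = negative control wells and 100% = reference inhibitor with no enzyme activity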
hcGAS inh – Primary biochemical luminescence assay for human cyclic GMP-AMP synthase inhibitors; inhibition, % at 12.5 µM; AID 1259398, 2018; 0.081% of 290,000 active; recombinant h-cGAS, ATP depletion, Kinase-Glo luminescence;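 also: 0% = vehicle reaction and 100% = reaction without DNA for no activity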
Target sequence (Q8N884 whole entry, looked up): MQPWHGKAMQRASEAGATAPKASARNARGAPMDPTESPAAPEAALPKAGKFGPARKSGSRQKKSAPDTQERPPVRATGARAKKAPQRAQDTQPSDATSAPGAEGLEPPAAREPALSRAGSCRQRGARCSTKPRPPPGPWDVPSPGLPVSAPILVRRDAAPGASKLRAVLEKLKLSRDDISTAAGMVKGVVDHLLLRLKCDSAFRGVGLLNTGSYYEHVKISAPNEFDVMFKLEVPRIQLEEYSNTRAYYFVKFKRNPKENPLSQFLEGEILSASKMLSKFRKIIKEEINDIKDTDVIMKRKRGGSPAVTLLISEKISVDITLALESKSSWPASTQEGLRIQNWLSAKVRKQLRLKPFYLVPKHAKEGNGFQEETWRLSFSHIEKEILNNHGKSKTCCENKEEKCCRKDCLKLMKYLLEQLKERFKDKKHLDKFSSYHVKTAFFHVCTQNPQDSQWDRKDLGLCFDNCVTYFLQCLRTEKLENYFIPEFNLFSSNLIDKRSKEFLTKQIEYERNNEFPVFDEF
Active calls of the source: *; · = not tested or not shown. Rule as the data show it, unless noted: active = inhibition above about 40%; inactive = the rest.

A first look (2 entries):
SMILES	NPYLR7 ag	mcGAS inh	hcGAS inh
CC(C)c1nnc(NC(=O)CSc2nncn2C)s1	10	-6	-4
CCCCC#Cc1nc(N)c2ncn([C@@H]3O[C@H](C(=O)NCC)[C@@H](O)[C@H]3O)c2n1	-5	0	5

The listing, repeating the preview:
SMILES	NPYLR7 ag	mcGAS inh	hcGAS inh
CC(C)c1nnc(NC(=O)CSc2nncn2C)s1	10	-6	-4
CCCCC#Cc1nc(N)c2ncn([C@@H]3O[C@H](C(=O)NCC)[C@@H](O)[C@H]3O)c2n1	-5	0	5
COCCN(Cc1ccc(OS(C)(=O)=O)cc1)C(=O)c1ccccc1Cl	21	-6	-5
COc1ccc(-n2c(SCc3ccc(C#N)cc3)nnc2-c2ccccc2F)cc1	16	-3	0
COc1cccc(C(=O)Nc2ccc(-c3c(C(C)C)[nH]n(-c4ccccc4)c3=O)cc2)c1	29	-7	0
COc1ccc(CCC(=O)Nc2cc(C)nn2-c2nc3c(cnn3-c3cccc(C)c3C)c(=O)[nH]2)cc1	·	-7	-8
COC(=O)c1cc2c(=O)n(-c3nc4ccccc4s3)ccc2nc1C	0	·	-5
O=C(OCCOCCO)c1ccccc1Nc1cccc(C(F)(F)F)c1	-3	·	-3
CCCSc1nc2ccccc2[nH]1	0	-7	-11
COc1cccc(CN(Cc2ccc3c(c2)OCO3)CC(C)O)c1 (stereo not given)	1	1	3
CC(C)C(=O)N1CCNCC1	0	·	-4
O=C1C2CC=CCC2C(=O)N1c1ccc(OCC(O)Cn2nnc3ccccc32)cc1 (stereo not given)	-7	0	4
Cc1cccc(NC(=O)CSC2=NS(=O)(=O)c3ccccc3N2)c1C	10	·	0
CCOc1ccc(-c2ccc(C(=O)N3CCc4cc(OC)c(OC)cc4C3c3ccccc3)s2)cc1 (stereo not given)	12	4	2
O=C(COC(=O)c1ccc(Cl)c(S(=O)(=O)N2CCCCC2)c1)NCc1ccc(F)cc1	0	-1	2

Complete entries, quoted from the list.
Profile of COCCN(Cc1ccc(OS(C)(=O)=O)cc1)C(=O)c1ccccc1Cl = NPYLR7 ag: 21; mcGAS inh: -6; hcGAS inh: -5
Profile of CC(C)C(=O)N1CCNCC1 = NPYLR7 ag: 0; mcGAS inh: ·; hcGAS inh: -4
Profile of COC(=O)c1cc2c(=O)n(-c3nc4ccccc4s3)ccc2nc1C = NPYLR7 ag: 0; mcGAS inh: ·; hcGAS inh: -5

Given with bars between the fields: three of the compounds above
mol | NPYLR7 ag | mcGAS inh | hcGAS inh
CCCSc1nc2ccccc2[nH]1 | 0 | -7 | -11
CCCCC#Cc1nc(N)c2ncn([C@@H]3O[C@H](C(=O)NCC)[C@@H](O)[C@H]3O)c2n1 | -5 | 0 | 5
O=C(OCCOCCO)c1ccccc1Nc1cccc(C(F)(F)F)c1 | -3 | · | -3

Going on with the list.
SMILES	NPYLR7 ag	mcGAS inh	hcGAS inh
CN=c1scc(-c2cc(OC)ccc2OC)n1N=Cc1ccco1	-2	-5	-14
O=C(CSCc1ccccc1)NCCOc1ccc(-c2ccc(F)cc2)nn1	-3	-10	-13
NC(=O)CSc1nc2ncccc2c(=O)n1-c1ccccc1	6	·	-11
Cc1nnc(Sc2ncc(-c3ccc(Br)cc3)[nH]2)c(C#N)c1C	2	-16	0
Cn1ncc(N2CCC(C(=O)NCCN3CCCCCC3)CC2)cc1=O	·	-5	-21
CN(Cc1ccccc1)Cc1cc(C(=O)N2CCN(C)C(=O)C2)no1	·	-13	-11
Cc1nnc(NCc2ccccc2)n(N)c1=O	-19	·	-1
CC(C)c1nnc2sc(C3(Cn4cccn4)CC3)nn12	·	-17	-4
O=C(Nc1nnc(SCCCOc2ccccc2)s1)c1cccc([N+](=O)[O-])c1	20	-3	-4
O=S(=O)(Nc1ccc2c(c1)OCO2)c1ccc(F)c(Cl)c1	-1	-7	-11
COc1ccc(Cc2nnc(SCC(=O)Nc3ccc(OC)cc3)[nH]c2=O)cc1	3	0	-2
CN=c1scc(-c2ccc(F)cc2)n1N=Cc1ccccc1Br	-2	-6	-8
CN1CCC(N2CCC(CN(Cc3ccncc3)C(=O)/C=C/c3cccs3)CC2)CC1	4	-11	-9
COc1ccc(CCOC(=O)C2CCCCN2C(=O)c2ccc(C)s2)cc1OC (stereo not given)	-5	-5	-9
COC(=O)C=C1NC(=O)C(C)S1 (stereo not given)	4	·	-4
CC1=NNc2nc3c(c(=O)n(Cc4cccc(C)c4)c(=O)n3C)n2C1C (stereo not given)	8	·	-7
O=C(CSc1nc2ccccc2[nH]1)N/N=C\c1c(O)ccc2ccccc12	4	-6	-4
O=C1Oc2ccccc2C(=O)C1=CN1CCc2ccccc21	2	·	1
Cc1noc(C)c1COc1ccc(-c2ccc(I)cc2)cc1	9	-9	-3
COc1cc(NC(=O)c2cnn3c2NC(c2ccc(F)cc2)CC3C(F)(F)F)cc([N+](=O)[O-])c1 (stereo not given)	2	-4	-3
Cc1cc2cc(CCNC(=O)C3c4ccccc4Oc4ccccc43)c(=O)[nH]c2cc1C	-1	-7	0
CCN(CC1CCN(CCc2ccccc2C)CC1)C(=O)c1cnc2ccccn2c1=O	8	·	-8
Cc1cccnc1C1=NOC(C)C(=O)N1Cc1cccc(F)c1 (stereo not given)	8	·	0
Cc1ccc(-n2nnnc2CN2CCN(C(=O)C3CC3)CC2)cc1	0	-5	-2
CCc1ccc(-n2c(C(CC)N(Cc3ccccc3)C(=O)Nc3cccc(C(F)(F)F)c3)nc3ccccc3c2=O)cc1 (stereo not given)	18	-6	-8
O=C(Nc1ccc(SCc2ccc(F)cc2)nn1)c1ccco1	9	·	-6
Cc1ccc(-c2cc(O)c3c(c2)CN(Cc2ccoc2)CCO3)s1	7	·	-7
Cc1csc(SCC(=O)N2CCC3(CC2)NCCNC3=O)n1	4	·	-6
Cc1cccnc1CN1CCN(Cc2nc(CCc3ccccc3)no2)CC1	3	·	-10
CC(C)CN(CC(=O)Nc1cc(-c2ccccc2)nn1-c1ccccc1Cl)S(=O)(=O)c1ccc(Br)cc1	19	-5	-12

An excerpt of these results, field by field.
> COc1cccc(C(=O)Nc2ccc(-c3c(C(C)C)[nH]n(-c4ccccc4)c3=O)cc2)c1
  NPYLR7 ag: 29
  mcGAS inh: -7
  hcGAS inh: 0
> COc1ccc(CCC(=O)Nc2cc(C)nn2-c2nc3c(cnn3-c3cccc(C)c3C)c(=O)[nH]2)cc1
  NPYLR7 ag: ·
  mcGAS inh: -7
  hcGAS inh: -8

Later entries.
SMILES	NPYLR7 ag	mcGAS inh	hcGAS inh
CCCC(C)c1cc(NS(=O)(=O)c2ccccc2F)n[nH]1 (stereo not given)	-8	·	-1
Cc1[nH]c2[nH]c(=O)c3ccccc3c2c(=O)c1C1CCS(=O)(=O)C1 (stereo not given)	16	6	1
FC(F)(F)c1ccc(N2CCN(Cc3cn4ccccc4n3)CC2)nc1	1	·	-5
CCN(CC)c1cc(Cl)nc(SCc2ccc(C(=O)N3CCN(C/C=C/c4ccccc4)CC3)cc2)n1	16	-7	-9
O=C(CCc1ccccc1)NC1CCN(c2ccccc2C(=O)N2CCCC2)CC1	-5	-5	-4
COc1ccc(CC(=O)NNC(=O)c2ccc(=O)n(Cc3ccc(Cl)cc3)c2)cc1	-12	-10	-8
Cc1ccc(-n2ncc3c(-n4nc(C)cc4NC(=O)c4ccccc4)ncnc32)c(C)c1	7	-8	-5
CN(Cc1ccc2ccccc2n1)C(=O)c1ccc(N(C)C)nc1	6	·	-8
CSCC(C(=O)NNC(=O)C12CC3CC(CC(C3)C1)C2)N1C(=O)C2CCCCC2C1=O (stereo not given)	-6	·	-5
CCN(CC)C(=S)SCc1ncc(-c2ccccc2)o1	6	·	-15
CC1(C)C(CNc2cc(C3CC(N)C3)nc(N)n2)C1(C)C (stereo not given)	·	5	17
CCC(C(=O)N1CCC2(CC1)SCCN2C(=O)c1ccc(C)cc1)c1ccccc1 (stereo not given)	-15	2	-4
CC(C)COC(=O)CSc1n[nH]c(=O)[nH]c1=O	-1	-3	-8
CC1CCc2cc(F)ccc2N1C(=O)C12CCC(c3nc(C#N)c(C#N)nc31)C2(C)C (stereo not given)	6	·	-12
Cc1nn(-c2ccc(F)cc2)cc1CNC(=O)C(NC(N)=O)C(C)C (stereo not given)	24	·	-12
Cn1cc(S(=O)(=O)NCC(c2ccccc2Cl)N2CCOCC2)cn1 (stereo not given)	9	·	-7
CC(C)CNc1ccc2c(n1)C(=O)N([C@H](C)C(=O)Nc1ccc3c(c1)OCO3)C2	6	·	-10
O=C(CN1CCC(O)(c2ccccc2)C1)NCCc1ccc(F)cc1 (stereo not given)	·	-12	-6
Cc1cc(F)c2c(c1)CCCN2CC(=O)Nc1cc(C(C)(C)C)no1	1	·	-3
CCN(C(=O)c1cc(Br)c(Br)s1)C1CCS(=O)(=O)C1 (stereo not given)	0	·	-1
COc1ccc(CCNC(=O)c2ccccc2N2CCC(NC(=O)Cc3ccccc3)CC2)cc1OC	-3	-4	-3
Cc1ccc(S(=O)(=O)NC(=O)C2(C)CCN2C(=O)C2(c3ccc(Cl)cc3)CC2)nc1 (stereo not given)	3	·	-10
COc1ccc(NC(=O)CSc2ccc3nnc(-c4cccnc4)n3n2)cc1	-1	-7	-6
CCOC(=O)[C@@H]1CCCC[C@@H]1NC(=O)c1ccc(-n2nc(-c3ccc(OC)cc3)cc2N)cc1	-7	-4	-9
O=C(c1cc(N2CCN(Cc3ccccc3)CC2)nc2ccccc12)N1CC=CCC1	11	-6	-2
CN(C)S(=O)(=O)c1ccc2c(c1)CCN2Cn1ncn(C)c1=S	-4	1	11
COC(=O)C(C)Sc1ccc2nnc(CCNS(=O)(=O)c3ccccc3)n2n1 (stereo not given)	4	-7	-7
CCN(CC)c1ccc2cc(-c3nnc(Nc4ccc(C)cc4)s3)c(=O)oc2c1	-8	-6	-5
O=C1c2ccccc2C(=O)c2c([N+](=O)[O-])ccc(Cl)c21	-1	-5	-7
O=C(NCCCCOc1ccc(Cl)cc1)N1CCN(S(=O)(=O)c2ccc([N+](=O)[O-])cc2)CC1	5	·	-6
COc1ccc(/C=C2/SC(=S)N(CC(=O)O)C2=O)c(OC)c1OC	1	-7	12
C=CCn1c(SCC(=O)N2CCOCC2)nnc1-c1cccc(C)c1	-2	-5	-5
C=CCn1c(SCc2ccc(Br)cc2)nnc1-c1ccc(F)cc1	0	-3	-1
CN1CCN(C(=O)[C@H]2CSC(c3ccccc3)N2)CC1 (stereo not given in full)	-1	·	3
O=[N+]([O-])c1ccc(CSc2ccc3nnc(CCNS(=O)(=O)c4ccccc4)n3n2)cc1	9	-7	-4
CCOC(=O)c1c(N=Cc2c(O)[nH]c(=S)[nH]c2=O)sc(C)c1-c1cccs1	10	·	-7
COc1cccc(C(=O)N(CCN(C)C)Cc2nccn2Cc2ccccc2C(F)(F)F)c1	2	-6	5
O=C(CSc1ccccc1)N1CCCC(Nc2ccc(F)cc2)C1 (stereo not given)	-1	·	-6
Cc1cc(=O)[nH]c(C)c1NC(=O)c1cccc(CN2CCN(CCO)CC2)c1	2	·	-3
COc1cccc(C2NC(=O)NC3=C2C(=O)OC3)c1OC (stereo not given)	2	-17	-7
CS(=O)(=O)N=C1C=C(S(=O)(=O)c2ccccc2)C(=O)c2ccccc21	2	·	55*
CCNC(=S)N(Cc1c(-c2ccccc2)noc1N1CCc2ccccc2C1)CC1CCCO1 (stereo not given)	3	-6	-6
CC(=O)c1c(C)oc2ccc(N(C(C)=O)S(=O)(=O)c3cc(C)ccc3C)cc12	0	·	-1
COCCCNC(=O)c1cnc2c(-c3ccc(OC)cc3)cnn2c1C	10	-8	-17
Cc1oc(-c2ccco2)nc1CN(C)CC1COc2ccccc2O1 (stereo not given)	21	·	-8
CCc1ccc(CN2CCC(n3nccc3NC(=O)Nc3ccccc3Cl)CC2)cc1	-1	-5	0
Cc1cc(-n2c(C)nc3ccccc3c2=O)ccc1NC(=O)Nc1cc(F)ccc1F	-9	·	0
O=C(Nc1cnc2n1CCCC2)c1cc(-c2ccccc2)on1	0	·	-6
N#CC1C(=N)SC(=N)C(C#N)C1c1cccc(Cl)c1Cl (stereo not given)	14	18	-2
CC(O)c1cccc(OCc2csc(C3CCCC3)n2)c1 (stereo not given)	7	·	-11
CN(C)c1ccc(NC(=O)CC(C)(C)C)cc1CN(C(=O)c1ccco1)C1CC1	5	1	2
CCOC(=O)C1CCN(c2cc(-c3nc(-c4ccccc4)no3)c3ccccc3n2)CC1	0	·	1
CCOCCNc1ccc2cc(Br)c(F)cc2n1	8	·	-10
CCN(CC)c1c(C)nc2ccc(C(=O)NCCC(C)C)cn12	-7	-1	-8
COc1ccc(CC2(CCC(=O)N3CCCC(C(=O)c4ccccc4)C3)CCC(=O)N2)cc1OC (stereo not given)	22	-9	-6
COc1ccc(OC)c(SCc2ccc(C(=O)N3C4CCC3CC(Oc3ccc5c(c3)OCO5)C4)cc2)c1 (stereo not given)	17	-6	-4
COc1c(C)cc(C(=O)C2CCCN(Cc3ccc(C#CC(C)(C)O)cc3)C2)cc1C (stereo not given)	5	·	0
Cc1cccc(-n2c(SCc3cccc(C#N)c3)nnc2-c2ccccc2F)c1	·	-4	-6
Cc1ccc2nc(NC3=NCN(C(C)C)CN3)nc(C)c2c1	6	·	0
CC1CN(C(=O)NCC(C)N(C)c2ccccc2)CC(C)O1 (stereo not given)	5	·	-5
COc1cccc(C(=O)N2CCN(S(=O)(=O)NCc3ccccc3)CC2)c1	1	·	-10
CCC(CC)c1nc2cc3c(cc2[nH]1)OCCO3	1	·	-17
